FXN GAA850 act: FXN promoter activators, primary screen, cell-based, luciferase luminescence, HEK293 lucGAA850; HEK293 lucGAA850 FXN promoter luciferase reporter, 24 h; percent of 10 µM SAHA response; activation, % at 6 µM; actives 0.56% (n = 360,000);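 active means activation above the average of all compounds screened plus 3 SD, cutoff fixed separately per campaign, cut at about 7.5% in these data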;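 further: 0% = DMSO wells and 100% = 10 µM SAHA wells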
DAX1 inh-1: DAX1 (NR0B1) inhibitors, primary screen, cell-based, HEK293, Gal4-DAX1, luciferase luminescence; actives 0.99% (n = 340,000); inhibition, % at 6.75 µM; Nuclear receptor subfamily 0 group B member 1 (Homo sapiens), P51843; HEK293 Gal4-DAX1 luciferase reporter; AID 504766, 2011;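 active means inhibition above the mean over all tested compounds plus 3 SD, cut at about 4.2% in these data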;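 further: 0% = DAX1-transfected cells with DMSO and 100% = empty-vector control cells with DMSO; inhibition shows as a rise in luminescence from relieved DAX1 repression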
Target sequence (P51843 207-470 limits assumed): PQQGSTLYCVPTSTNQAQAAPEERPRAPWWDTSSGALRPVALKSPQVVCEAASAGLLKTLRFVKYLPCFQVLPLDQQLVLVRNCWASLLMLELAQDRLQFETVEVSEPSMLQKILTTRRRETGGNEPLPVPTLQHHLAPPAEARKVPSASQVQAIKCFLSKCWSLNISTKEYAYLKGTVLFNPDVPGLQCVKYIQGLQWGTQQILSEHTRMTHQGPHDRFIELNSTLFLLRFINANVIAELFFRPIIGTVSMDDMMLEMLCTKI
ADAM10 inh: human ADAM10 inhibitors, primary screen, biochemical, QFRET, HTS; AID 720582, 2013; Disintegrin and metalloproteinase domain-containing protein 10 (Homo sapiens), O14672; actives 0.62% (n = 370,000); recombinant ADAM10, EDANS/DABCYL FRET peptide cleavage, 3 h; inhibition, % at 7 µM;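 active means inhibition above a per-campaign cutoff equal to the mean of compounds falling between control-based bounds plus 3 SD, cut at about 20% in these data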;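 further: 0% = DMSO wells while the 100% control is not disclosed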
Target sequence (O14672 214-748 limits assumed): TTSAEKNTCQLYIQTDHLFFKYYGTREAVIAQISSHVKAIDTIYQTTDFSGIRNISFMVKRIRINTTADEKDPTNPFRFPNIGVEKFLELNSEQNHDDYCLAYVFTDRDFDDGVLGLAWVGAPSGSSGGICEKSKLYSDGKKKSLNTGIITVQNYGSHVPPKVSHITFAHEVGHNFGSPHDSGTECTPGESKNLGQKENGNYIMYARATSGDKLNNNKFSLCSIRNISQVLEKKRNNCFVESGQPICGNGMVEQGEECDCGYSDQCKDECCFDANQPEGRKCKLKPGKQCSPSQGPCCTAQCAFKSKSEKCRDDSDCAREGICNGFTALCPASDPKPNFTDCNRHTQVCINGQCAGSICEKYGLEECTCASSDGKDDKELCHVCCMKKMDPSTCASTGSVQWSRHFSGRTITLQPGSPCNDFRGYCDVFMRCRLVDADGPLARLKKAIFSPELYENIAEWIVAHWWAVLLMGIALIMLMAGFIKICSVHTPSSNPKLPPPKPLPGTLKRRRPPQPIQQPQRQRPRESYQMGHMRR
hgDAF12 agonist: H. glycines DAF-12 receptor agonists, primary screen, cell-based, luminescence, HEK293, GAL4 fusion, UAS-luciferase; Nuclear hormone receptor DAF-12 (Heterodera glycines), GAL4 fusion; HEK293 GAL4-hgDAF12 UAS-luciferase reporter, agonist luminescence; normalized to butyrate control; activation, % at 6.8 µM; actives 1.8% (n = 370,000); AID 687014, 2013;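 active means activation above a cutoff set at the mean of all screened compounds plus 3 SD, cut at about 10% in these data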;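 further: 0% = DMSO wells and 100% = sodium butyrate wells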
hcDAF-12 act: H. contortus DAF-12 nuclear receptor activators, primary screen, cell-based, luminescence, HEK293, lit1-tk-luc reporter; activation, % at 6.8 µM; HEK293 hcDAF-12 lit1-tk-luc reporter; 0% DMSO, 100% Δ7-dafachronic acid; actives 1.4% (n = 370,000);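 active means activation above the mean of all tested compounds plus 3 SD, cut at about 5.5% in these data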;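 further: 100% = response to 3 µM Δ7-dafachronic acid high control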
DAX1 inh-2: DAX1 (NR0B1) inhibitors on StAR promoter, primary screen, cell-based, luminescence, SF-1 (NR5A1), full-length DAX-1; AID 652010, 2013; actives 1.1% (n = 370,000); inhibition, % at 6.8 µM; HEK293T StAR-luciferase reporter, SF-1/DAX-1 repression relief;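 active means inhibition above the mean over all tested compounds plus 3 SD, cut at about 3.6% in these data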;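 further: 0% = DAX-1 cells with DMSO and 100% = cells lacking DAX-1 with DMSO; higher inhibition means more luminescence from relief of DAX-1 repression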
ssDAF-12 act: S. stercoralis DAF-12 nuclear receptor activators, primary screen, cell-based, luminescence, HEK293, GRIP1 co-expression, lit1-tk-luc; Nuclear hormone receptor DAF-12 (Strongyloides stercoralis); HEK293 ssDAF-12/GRIP1 lit1-tk-luc reporter; % of 3 µM dafachronic acid response; activation, % at 6.8 µM; actives 1% (n = 370,000); AID 652126, 2013;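 active means activation above the mean over all tested compounds plus 3 SD, cut at about 0.9% in these data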;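 further: 0% = DMSO-only wells and 100% = 3 µM delta7-dafachronic acid wells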
PG9 binder: binders of HIV-1 gp120 antibody PG9, primary screen, biochemical, TR-FRET. HIV-1 gp120 / PG9 antibody interaction. TR-FRET gp120-PG9 antibody binding. inhibition, % at 6.7 µM. actives 0.43% (n = 360,000). AID 624416, 2012; in the data active means inhibition above about 8.5%
GC-A act: GC-A stimulated cGMP production enhancers – HEK293 GC-A cells, cGMP TR-FRET, EC30 ANP, primary screen; 0% at EC30 ANP, 100% saturating ANP; activation, % at 10 µM; AID 1671463, 2021; actives 0.14% (n = 370,000); in the data active means activation above about 40%
ADAM17 inh: ADAM17 inhibitors, primary screen, biochemical, QFRET; actives 0.83% (n = 370,000); inhibition, % at 6.95 µM; Disintegrin and metalloproteinase domain-containing protein 17 (Homo sapiens), P78536; AID 720648, 2013; recombinant ADAM17, EDANS/DABCYL FRET peptide cleavage;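 active means inhibition above the mean of compounds lying between control limits plus 3 SD, set per campaign, cut at about 8.5% in these data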;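 further: 0% = DMSO-only wells as the low control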
SMARCA2 act: SMARCA2 (BRM) function activators, primary screen, cell-based, luminescence, high throughput | MG213 cells, MMTV-luciferase reporter, dexamethasone, overnight | actives 1% (n = 370,000) | AID 652017, 2013 | activation, % at 9.1 µM; in the data active means activation above about 7.8%;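 further: 0% = vehicle wells and 100% = reference activator wells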
The depositor's hits bear a star; nt = no result given.

Sample of the layout:
[1] CCCC(=O)Nc1c2c(nn1-c1ccc(F)cc1)CS(=O)(=O)C2
[2] CCc1nnc(NC(=O)/C=C/c2ccc(C)o2)s1

compound no.	1	2
FXN GAA850 act	0.9	2.0
DAX1 inh-1	0.0	1.6
ADAM10 inh	-3	-81
hgDAF12 agonist	0.8	5.7
hcDAF-12 act	-0.4	4.7
DAX1 inh-2	-0.1	2.4
ssDAF-12 act	-1.1	-1.4
PG9 binder	0.0	-2.1
GC-A act	3	-5
ADAM17 inh	-6	-25
SMARCA2 act	3	5

The list itself (from the top)
[1] CCCC(=O)Nc1c2c(nn1-c1ccc(F)cc1)CS(=O)(=O)C2
[2] CCc1nnc(NC(=O)/C=C/c2ccc(C)o2)s1
[3] Fc1ccc(NC(=S)N2CCN(c3ccccn3)CC2)cc1Cl
[4] C[C@@H](C(=O)OCC(=O)c1ccc(F)c(F)c1)N1C(=O)C2CCCCC2C1=O (stereo not given in full)
[5] Cc1c(-c2n[nH]c(=S)n2-c2ccc(Br)cc2)nnn1-c1ccc(Cl)cc1
[6] CC(=O)c1ccc(C(=O)Nc2ccc3c(c2)C(=O)NC3=O)cc1
[7] CCOc1ccc(NC(=O)CN2CCN(CC(=O)Nc3ccc(N(C)C)cc3)CC2)cc1
[8] Nc1cccc(-c2nnc3n2CCCCC3)c1

compound no.	1	2	3	4	5	6	7	8
FXN GAA850 act	0.9	2.0	-0.6	2.7	3.1	-0.5	1.9	1.8
DAX1 inh-1	0.0	1.6	-1.7	-0.8	-0.4	-0.3	0.1	0.1
ADAM10 inh	-3	-81	3	-2	-3	-31	-4	-11
hgDAF12 agonist	0.8	5.7	-2.2	1.4	-1.5	-1.4	0.3	-2.8
hcDAF-12 act	-0.4	4.7	1.1	-1.7	-0.5	0.1	1.3	-1.3
DAX1 inh-2	-0.1	2.4	-0.7	-0.2	-0.7	-1.6	0.1	0.4
ssDAF-12 act	-1.1	-1.4	-0.8	-0.8	-0.9	-1.5	-0.2	-0.2
PG9 binder	0.0	-2.1	-0.5	-0.6	-1.1	-4.0	-1.6	-0.9
GC-A act	3	-5	2	-1	-3	-6	-1	-1
ADAM17 inh	-6	-25	-30	0	-3	-9	-4	-3
SMARCA2 act	3	5	-3	-2	-7	0	-2	-5

[9] CCn1c(SCc2nc3cc(OC)c(OC)cc3c(=O)[nH]2)nnc1-c1ccncc1
[10] Cc1cc2oc(C(=O)Nc3ccc(S(=O)(=O)Nc4nccs4)cc3)cc(=O)c2cc1Cl
[11] O=C(Cc1ccccc1)Nc1cc2c(cc1Cl)OCCCO2
[12] O=C(CSc1nnc(COc2ccccc2)o1)N1CCCCC1
[13] COC(=O)Cn1c2ccc(F)cc2c2nc(C)sc21
[14] CC(C)[C@@H](CO)N(Cc1cn(Cc2ccccc2)nn1)S(=O)(=O)c1ccccc1Br
[15] CNC(=O)c1sc(-c2ccccn2)nc1C
[16] O=C(CN1CCC(NC(=O)c2ccccc2)CC1)NCc1ccccc1F

compound no.	9	10	11	12	13	14	15	16
FXN GAA850 act	-4.7	1.0	2.4	1.5	0.0	nt	0.6	1.3
DAX1 inh-1	-0.5	-0.5	1.6	-0.2	-0.4	nt	-0.4	-0.6
ADAM10 inh	5	5	-1	-3	1	0	-3	7
hgDAF12 agonist	1.6	-0.8	9.3	-2.6	-1.3	0.8	0.5	0.5
hcDAF-12 act	-1.7	1.6	2.1	0.3	0.9	-2.4	-0.1	-1.3
DAX1 inh-2	0.2	-0.2	0.8	-0.1	0.4	0.2	-0.4	-0.5
ssDAF-12 act	-1.3	-0.5	-0.2	0.4	-1.2	-1.0	-1.5	-1.6
PG9 binder	0.1	3.8	-2.3	-0.4	-1.3	nt	-1.9	-2.9
GC-A act	2	-4	2	-4	10	2	-2	-2
ADAM17 inh	4	-1	-4	-1	0	-3	-6	1
SMARCA2 act	-1	-6	5	-2	-3	-2	0	2

[17] Cc1ccc(S(=O)(=O)Nc2cccc3c2O[C@H](CN(C)Cc2ccc(-c4ccccc4)cc2)[C@@H](C)CN([C@H](C)CO)C3=O)cc1
[18] COc1ccc(CCNC(=O)c2ccc(-c3ccc([N+](=O)[O-])cc3Cl)o2)cc1OC
[19] CSc1ccc(S(=O)(=O)NCC(=O)OCC(=O)NCc2ccco2)cc1[N+](=O)[O-]
[20] CCCCn1c(N)c(N(C)C(=O)c2ccc(-n3cccn3)cc2)c(=O)[nH]c1=O
[21] Cc1ccccc1NC(=O)COC(=O)c1ccc2c(c1)OCCO2
[22] CC(=O)C1=C(O)CCC1=N
[23] COc1ccc(/C=C(/NC(=O)c2ccco2)C(=O)N2CCc3ccccc32)cc1OC
[24] O=C(O)c1ccc(N2C(=O)CC(N3CCC(c4nc5ccccc5[nH]4)CC3)C2=O)cc1 (stereo not given)

compound no.	17	18	19	20	21	22	23	24
FXN GAA850 act	-7.2	-1.9	1.3	-0.7	0.1	-0.1	1.1	0.7
DAX1 inh-1	-1.0	0.3	-0.6	-1.3	0.1	-0.5	1.7	0.1
ADAM10 inh	24*	0	-10	-14	0	-1	-4	6
hgDAF12 agonist	-2.2	-2.6	-1.9	6.4	2.0	3.3	-0.1	-2.7
hcDAF-12 act	-1.2	0.6	-1.3	-1.9	0.5	1.5	-0.9	-0.1
DAX1 inh-2	-0.4	-0.5	-0.1	-1.1	0.3	-0.1	0.2	0.6
ssDAF-12 act	-0.2	-0.5	-1.1	-1.0	-0.7	-1.0	-1.5	-1.0
PG9 binder	-0.1	-1.9	2.1	0.4	0.1	-1.4	-0.3	-1.3
GC-A act	4	7	-3	2	-1	-1	1	2
ADAM17 inh	13*	-4	-4	-5	-1	-6	1	-2
SMARCA2 act	-5	-2	-2	-2	0	0	-2	-3

[25] O=C(NC1=NCCS1)c1cccs1
[26] CCOC(=O)C1=CN(Cc2ccco2)S(=O)(=O)N(CC)C1c1ccc(C(F)(F)F)cc1 (stereo not given)
[27] O=C(CC1C[C@H](C(=O)N2CCCCC2)[C@@]2(CCc3ccccc3)c3[nH]c4ccccc4c3CCN2C1=O)NCCCn1ccnc1 (stereo not given in full)
[28] CC1=CN2C(=N)/C(=C\c3cn(CCCOc4ccccc4)c4ccccc34)C(=O)N=C2S1
[29] Cc1ccc(S(=O)(=O)N(CCO)c2cc3c(s2)CCCC3)cc1
[30] O=C(NNc1ccnc2cc(Cl)ccc12)C1CCCCC1
[31] Cc1cc(C)cc(NC(=O)CN2CCc3ccccc3C2)c1
[32] COc1ccc(N(C(=O)C(C)C)S(=O)(=O)c2cccc3cccnc23)cc1

compound no.	25	26	27	28	29	30	31	32
FXN GAA850 act	-3.4	1.9	-1.6	1.5	1.0	-3.8	0.5	-0.2
DAX1 inh-1	1.8	-0.9	-1.7	-0.1	0.4	-3.1	0.3	0.1
ADAM10 inh	-2	3	2	1	6	2	-4	10
hgDAF12 agonist	2.6	-1.2	-2.0	7.2	-2.2	-1.7	-0.7	-4.6
hcDAF-12 act	-0.5	-0.2	-1.9	0.2	-1.8	-2.7	-0.8	-1.8
DAX1 inh-2	0.2	-0.2	1.2	0.2	-0.3	-5.3	-0.7	-0.4
ssDAF-12 act	-1.1	-1.1	-1.4	-0.6	-1.1	-2.1	-1.1	-0.4
PG9 binder	-0.5	-1.6	1.1	1.2	-1.0	-0.2	2.1	-1.9
GC-A act	2	-12	-12	-5	2	2	1	-9
ADAM17 inh	-3	1	0	1	-4	-5	1	4
SMARCA2 act	1	-3	-3	1	1	-3	2	-4

[33] CS(=O)(=O)N(CC(=O)N1CCc2ccccc2C1)c1ccc(Cl)cc1F
[34] CC(C)c1nnc(NC(=O)CCC(=O)NCc2ccc3c(c2)OCO3)s1
[35] O=C(O)CCC(=O)N1CCN(c2ccccn2)CC1
[36] CC(C(=O)NC1CCCCC1)N(Cc1ccccc1)C(=O)c1snc(C(N)=O)c1N (stereo not given)
[37] Cc1c(NC(=O)c2ccc(COc3ccc4ccccc4c3)o2)c(=O)n(-c2ccccc2)n1C
[38] Cc1[nH]nc2c1C1(CCOC1C)C(C#N)=C(N)O2 (stereo not given)
[39] COc1ccc(NC(=O)CSc2nc3ccc(OC)cc3[nH]2)cc1
[40] Cc1ccc[n+](CC(=O)Nc2ccc(N(C)C)cc2)c1

compound no.	33	34	35	36	37	38	39	40
FXN GAA850 act	1.7	0.0	0.2	0.1	0.7	0.3	0.2	1.6
DAX1 inh-1	0.2	1.6	0.2	-0.2	-1.1	-0.7	-0.6	0.7
ADAM10 inh	3	0	-10	-100	8	4	8	-6
hgDAF12 agonist	-2.1	0.4	1.1	-2.3	1.3	-0.7	1.9	0.0
hcDAF-12 act	-1.7	-0.2	0.0	-1.9	1.8	3.0	0.6	-1.6
DAX1 inh-2	-0.4	0.1	0.2	-0.4	-1.8	0.7	-0.2	0.3
ssDAF-12 act	-0.9	-1.2	-0.9	-1.1	-1.6	-1.4	-1.1	-1.4
PG9 binder	-0.7	-0.3	0.1	-2.5	-1.9	-1.3	0.0	-4.7
GC-A act	-15	-1	-1	-3	nt	6	-1	-10
ADAM17 inh	-4	-5	-4	-41	2	-5	1	-3
SMARCA2 act	-2	0	1	-3	0	0	0	-3
